Assay outcomes from PubChem BioAssay.
SUMO HTRF inh: blocks human SUMOylation mediated by UBC9. AID 2006. 290,000 tested, 0.36% active. inhibition, % at 35 µM. HTRF SUMOylation assay, SAE1/SAE2 + UBC9, in vitro; in the data active means inhibition above about 50%, passing the limit was not always enough; further: strong numbers were not always called active
Target sequence (P63279 whole entry, looked up): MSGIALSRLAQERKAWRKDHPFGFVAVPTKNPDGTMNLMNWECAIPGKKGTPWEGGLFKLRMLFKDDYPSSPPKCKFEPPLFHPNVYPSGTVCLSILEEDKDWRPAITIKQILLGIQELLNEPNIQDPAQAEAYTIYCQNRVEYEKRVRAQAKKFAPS
VIM-2 inhibitor: inhibitors of Pseudomonas aeruginosa VIM-2 metallo-beta-lactamase; purified VIM-2, nitrocefin hydrolysis, epi-absorbance fluorescence; inhibition, % at 5.6 µM; 290,000 tested, 0.89% active; AID 1527;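 active means inhibition above the mean of all tested compounds plus 3 SD, cutoff set per screening run, cut at about 7.5% in these data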;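 further: red hydrolysis product quenches plate fluorescence so inhibitors raise well fluorescence; 0% = enzyme with DMSO and 100% = DMSO without enzyme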
PfM18AAP inh: PfM18AAP enzyme inhibition | recombinant PfM18AAP, H-Glu-NHMec fluorogenic cleavage | inhibition, % at 7.35 µM | 290,000 tested, 1.2% active | AID 1822;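 active means inhibition above the campaign mean inhibition over all tested compounds plus 3 SD, cut at about 28% in these data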;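 further: 0% = plate median of test compound wells and 100% = 2 mM ZnCl2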
FID counter: counter-screen for HCV NS3 helicase inhibitors: DNA intercalator displacement. inhibition, % at 7.9 µM. 290,000 tested, 0.17% active. AID 1845. DNA fluorescent intercalator displacement, fluorescence; in the data active means inhibition above about 37%;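 further: 0% = vehicle and 100% = reference compound; higher means more ethidium bromide displaced from hairpin DNA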
MEKK2 WT-MEK5: raises or lowers MEK5 binding to wildtype human MEKK2 PB1 domain | binding response (% of control), % at 10 µM | AID 1531 | bead flow cytometry, Alexa488-MEK5 binding to MEKK2 WT; actives lie on both sides | 290,000 tested, 1.1% active | Q9Y2U5; in the data active means binding response below about 67% or above about 130%
NS3 helicase inh: HCV NS3 helicase inhibition. NS3 helicase DNA unwinding, Cy5 molecular beacon fluorescence. inhibition, % at 10.9 µM. 290,000 tested, 0.56% active. AID 1800;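 active means inhibition above the mean of all tested compounds plus 3 SD, set per campaign, cut at about 35% in these data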;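 further: 0% = DMSO wells and 100% = thioflavine S control wells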
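Assay system – hepatitis C virus NS3 helicase domain fragment enzyme · Buffer or medium – MOPS pH 6.5, MgCl2, DTT, Tween20, BSA · Reagent – Cy5/quencher beacon DNA duplex and ATP to start · Compound – single 10.9 µM dose · Timing – 1 h at 25 °C · Technique – Cy5 beacon fluorescence read at start and 1 h · Measure – % inhibition of unwinding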
IMP-1 inh: blocks Pseudomonas aeruginosa IMP-1 metallo-beta-lactamase | purified IMP-1, nitrocefin hydrolysis, epi-absorbance fluorescence | inhibition, % at 5.6 µM | 290,000 tested, 0.45% active;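 active means inhibition above the mean plus 3 SD of all compounds in the same screening run, cut at about 4.5% in these data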;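 further: 0% = IMP-1 with DMSO and 100% = DMSO wells lacking enzyme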
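system = purified recombinant IMP-1 beta-lactamase | amount = 0.2 nM IMP-1, as dispensed | medium = HEPES buffer pH 7.1 with ZnSO4 and Brij 35 | times = 25 °C, 15 min preincubation, 25 min reaction | detection = plate fluorescence quenching by hydrolysis product, ex 480/em 530 nm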
NALP1 inh: blocks the NALP1 inflammasome reconstituted in yeast. 280,000 tested, 0.61% active. inhibition, % at 10 µM. AID 2071. S. cerevisiae NALP1/ASC/caspase-1 growth, X-gal OD620, 72 h; in the data active means inhibition mostly above about 24%, no sharp cut-off; inactive means mostly below about 32%; further: some compounds called inactive have numbers as strong as hits
MEKK2mut PB1 HTS: signal of MEK5 binding to mutant human MEKK2 PB1 domain; bead flow cytometry, Alexa488-MEK5 binding to MEKK2 mutant; percent response, % at 10 µM; 290,000 tested, 0.35% active; AID 1530; in the data active means percent response above about 24%, passing the limit was not always enough; further: inactives centre near 1; some results filed as inactive read as strong as hits; reference of the scale not given here
The depositor's hits bear a star; · = no result given.

SMILES	SUMO HTRF inh	VIM-2 inhibitor	PfM18AAP inh	FID counter	MEKK2 WT-MEK5	NS3 helicase inh	IMP-1 inh	NALP1 inh	MEKK2mut PB1 HTS
Cc1cccc(NC(=O)c2csnn2)n1	5	1.5	-9	1	97	0	-2.8	-10	-7
Cc1cccc(CC(=O)Nc2c3c(nn2-c2cccc(Cl)c2)CS(=O)C3)c1 (centres undefined)	-4	-1.7	-16	6	98	-1	0.0	-4	1
Cc1noc(C)c1COC(=O)c1ccc2ccccc2n1	7	-5.2	0	-3	110	-2	-1.5	16	11
Cc1cc(CN2CCCCC2)oc1C(=O)O	12	-1.8	-6	5	109	-2	-6.0	4	8
COCCn1c(-c2ccccc2)cnc1SCC(=O)Nc1cccc2ccccc12	9	1.0	4	-31	96	4	-0.4	74*	-3
C=CCN1C(=O)c2ccccc2Sc2ccc(C(=O)NCCC)cc21	4	-3.3	7	-30	105	1	-2.2	7	8
Cc1cc(C)cc(NC(=O)CN2CCC(NC(=O)c3cccc(F)c3)CC2)c1	3	-1.7	-4	1	107	-1	-2.2	0	5
Cc1noc(C)c1C(=O)N1CCN(Cc2ccccc2)CC1	10	-2.2	-1	-1	103	3	-1.8	3	5
NNC(=O)c1cccn(Cc2ccc(Cl)cc2Cl)c1=O	19	3.5	-9	-14	100	2	-1.7	-23	1
CC(=O)Nc1ccc(S(=O)(=O)Oc2ccccc2N2C(=O)C3C4CCC(C4)C3C2=O)cc1 (centres undefined)	15	-1.0	0	-6	104	-15	-0.7	8	-1
Cn1ncc(Br)c1C(=O)OCC(=O)Nc1nc(-c2ccccc2)cs1	2	-0.5	-5	0	93	-5	-1.8	15	2
O=C(Nc1cccc(Cl)c1)c1cc(F)cc2c1OCOC2	13	-1.7	11	-3	101	10	-3.7	-4	3
CCOc1ccc(N2C(=O)CC(N(CCc3ccc(OC)c(OC)c3)C(=S)Nc3ccccc3)C2=O)cc1 (centres undefined)	-17	-0.8	6	-13	104	-17	-0.9	13	-1
CCOC(=O)C1(Cc2ccccc2Cl)CCN(S(=O)(=O)N(C)C)CC1	-6	-2.1	1	-29	92	-3	-2.4	-10	-9
O=C(CN(Cc1ccco1)C(=O)c1cc(=O)[nH]c2ccccc12)Nc1ccccc1Br	16	-0.6	-48	-19	93	7	-0.9	-55	-8
CCN(CC)S(=O)(=O)c1ccc2[nH]cc(C(=O)NCCN3CCCCCC3)c(=O)c2c1	-1	-3.1	3	7	·	-16	-2.8	32*	·
O=C(CCn1nc(-c2ccc(Cl)cc2)c2ccccc2c1=O)NCCN1CCOCC1	-15	1.5	-2	-2	107	-2	-0.2	24	2
O=C(Nc1ccc(Oc2ncnc3cc(Cl)ccc23)nc1)c1ccc(F)cc1	8	-2.4	3	-4	102	-7	-2.2	5	2
CCN(C(=O)Cc1c(C(=O)O)n(C)c2ccccc12)c1cccc(C)c1	14	-1.1	-10	-29	110	-2	-2.0	-4	9
C/C(Cn1nnc2ccccc21)=N\OC(=O)c1cc(F)c(F)cc1Cl	8	0.9	-10	0	86	-5	-0.4	-1	-15
Cc1ccc2c(Cl)c(C(=O)Nc3cc(C)on3)sc2c1	8	-3.0	5	-2	111	2	-3.1	8	5
COc1ccc(-c2cc(C(=O)Nc3nc4c(C)cccc4s3)c3ccccc3n2)cc1OC	0	-2.0	1	-1	96	4	-1.9	21	4
Nc1nc(CCl)nc(Nc2cccc3ccccc23)n1	-9	-1.6	6	-4	99	20	-2.1	-5	7
O=C(CSc1nc2c(c(=O)[nH]1)CN(Cc1ccc(F)cc1)CC2)Nc1ccc(F)cc1	2	1.9	-10	-8	97	8	-0.8	10	-1
Cc1cccc(OCc2nnc(SCc3cc(=O)n4cc(Br)ccc4n3)o2)c1	13	·	·	·	89	·	·	3	-10
(more compounds)
SMILES	SUMO HTRF inh	VIM-2 inhibitor	PfM18AAP inh	FID counter	MEKK2 WT-MEK5	NS3 helicase inh	IMP-1 inh	NALP1 inh	MEKK2mut PB1 HTS
COc1ccc(-c2noc(-c3ccccc3F)n2)cc1	25	-0.5	4	-5	105	-15	-3.8	6	2
Cc1cc(-c2nnc(CCC(=O)N3CCN(Cc4cccnc4)CC3)o2)c(C)o1	3	-3.0	-2	-24	101	4	-2.1	0	2
CCN(CC)S(=O)(=O)c1cccc(NC(=O)c2ccc(C#N)cc2)c1	0	0.1	-12	-16	104	-1	-2.2	-12	-2
Cc1cc(NC(=O)c2ccc3nc(-c4ccccc4)c(-c4ccccc4)nc3c2)no1	5	-3.5	3	1	101	1	0.9	2	1
COc1ccc(-c2csc(N3CCC(c4ccccc4)C3)n2)cc1 (centres undefined)	19	-3.0	-1	-1	107	-3	-0.9	-6	0
Cc1nn(-c2ccc(C(=O)O)cc2)c2c1C(=O)CC(C)(C)C2	8	-2.4	3	-3	103	-9	-2.9	-8	16
COCCNC(=O)c1cccc2c1-c1ccccc1C2=O	17	0.1	-7	-5	107	3	-4.3	2	5
Cc1ccccc1C(=O)Nc1ccnn1C1CCN(CCCc2ccccc2)CC1	-9	-3.9	-2	21	107	-15	-4.9	2	4
CCC(Sc1nnnn1-c1ccccc1)C(=O)NC(C)c1ccccc1 (centres undefined)	15	-4.4	-1	-15	97	-7	-2.0	8	-4
CC(C)(C)c1ccc(OCC(=O)Nc2ccc(C(=O)Nc3ccccc3C(=O)O)cc2)cc1	11	-2.6	-3	16	110	30	-6.7	7	7
CCC(C)[C@H](NS(=O)(=O)c1ccc(C)cc1)C(=O)N1CCC(C(=O)N[C@H](C(=O)O)c2ccccc2)CC1 (some centres undefined)	1	-1.6	5	-36	101	6	-2.2	-6	2
Cc1nc(N2CCOCC2)nc(N2CCCC2)c1[N+](=O)[O-]	-10	-3.0	0	-10	100	2	0.0	16	-1
CCOC(=O)C1=C(O)C(=O)N(c2ccc(S(N)(=O)=O)cc2)C1c1cccc([N+](=O)[O-])c1 (centres undefined)	-8	-4.0	-6	-7	104	7	-3.1	10	-6
O=C(Cc1ccc(Cl)cc1)Nc1ccccc1CO	-17	-4.3	5	-14	109	22	-2.0	39	8
O=C(O)CP(=O)(O)O	-17	-1.6	13	-1	100	12	-1.6	14	5
COc1ccc(OC)c(S(=O)(=O)N2CCCC(C(=O)N3CCCCCC3)C2)c1 (centres undefined)	-5	-3.0	2	-41	106	-5	-2.5	7	2
O=C(CN1CCC(n2nnc3cc(F)ccc32)CC1)NCCc1ccccc1	11	0.0	-1	-14	108	-2	-4.1	-2	3
O=C(CCCn1c(=S)[nH]c2ccccc2c1=O)N1CCCCC1	-4	-1.6	12	-14	95	0	-1.6	27	-3
O=C(CSc1nc(O)cc(=O)[nH]1)N1c2ccccc2Sc2ccccc21	2	-4.3	7	14	90	13	-3.0	-3	-8
Cc1cccc(NC(=O)CCC(=O)Nc2nnc(C3CCCCC3)s2)c1	10	-1.8	-10	-27	93	-1	-1.9	17	-13

Given as labelled records: two of the compounds above.
SMILES: CCN(CC)S(=O)(=O)c1cccc(NC(=O)c2ccc(C#N)cc2)c1
  SUMO HTRF inh: 0
  VIM-2 inhibitor: 0.1
  PfM18AAP inh: -12
  FID counter: -16
  MEKK2 WT-MEK5: 104
  NS3 helicase inh: -1
  IMP-1 inh: -2.2
  NALP1 inh: -12
  MEKK2mut PB1 HTS: -2
SMILES: Cc1cc(NC(=O)c2ccc3nc(-c4ccccc4)c(-c4ccccc4)nc3c2)no1
  SUMO HTRF inh: 5
  VIM-2 inhibitor: -3.5
  PfM18AAP inh: 3
  FID counter: 1
  MEKK2 WT-MEK5: 101
  NS3 helicase inh: 1
  IMP-1 inh: 0.9
  NALP1 inh: 2
  MEKK2mut PB1 HTS: 1

Quoted at random: 2 records from the list
SMILES	SUMO HTRF inh	VIM-2 inhibitor	PfM18AAP inh	FID counter	MEKK2 WT-MEK5	NS3 helicase inh	IMP-1 inh	NALP1 inh	MEKK2mut PB1 HTS
COCCNC(=O)c1cccc2c1-c1ccccc1C2=O	17	0.1	-7	-5	107	3	-4.3	2	5
CCN(CC)S(=O)(=O)c1cccc(NC(=O)c2ccc(C#N)cc2)c1	0	0.1	-12	-16	104	-1	-2.2	-12	-2

5 compounds from above, sorted by SMILES length, descending.
SMILES	SUMO HTRF inh	VIM-2 inhibitor	PfM18AAP inh	FID counter	MEKK2 WT-MEK5	NS3 helicase inh	IMP-1 inh	NALP1 inh	MEKK2mut PB1 HTS
CCC(C)[C@H](NS(=O)(=O)c1ccc(C)cc1)C(=O)N1CCC(C(=O)N[C@H](C(=O)O)c2ccccc2)CC1 (some centres undefined)	1	-1.6	5	-36	101	6	-2.2	-6	2
Cc1cc(NC(=O)c2ccc3nc(-c4ccccc4)c(-c4ccccc4)nc3c2)no1	5	-3.5	3	1	101	1	0.9	2	1
COc1ccc(OC)c(S(=O)(=O)N2CCCC(C(=O)N3CCCCCC3)C2)c1 (centres undefined)	-5	-3.0	2	-41	106	-5	-2.5	7	2
O=C(CSc1nc(O)cc(=O)[nH]1)N1c2ccccc2Sc2ccccc21	2	-4.3	7	14	90	13	-3.0	-3	-8
COc1ccc(-c2csc(N3CCC(c4ccccc4)C3)n2)cc1 (centres undefined)	19	-3.0	-1	-1	107	-3	-0.9	-6	0
